Screening results as filed in PubChem BioAssay.
Epigenetic derep = derepresses silenced GFP reporter in murine cells; murine LDR cells, GFP reporter derepression, 30 h; Potency, µM (series often up to 53.9 µM), inactives show at the highest dose GFP activation, most hits filed as activators; actives 0.2% (n = 280,000); AID 1865; also: potency is read from the fitted curve at half-maximal effect; % of control where 0% means no effect; nearly all actives have a fitted effect of over 60% in size
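Reporter derepression read as number of fluorescent GFP-positive objects, 20-120 um in size, counted by laser-scanning cytometer. Mouse LDR line with an epigenetically silenced CMV-GFP locus; compound incubation 30 h, 37 C.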
IMPase Li inh = IMPase inhibition in cells with lithium potentiation. actives 0.35% (n = 210,000). Potency, µM (titrated, usually from 59.4 µM), without a hit: top-dose activity, negative = IMPase inhibition, most hits filed as inhibitors. CHO-M1 cells, IP1 TR-FRET (IP-One), carbachol + lithium. AID 1457;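 also: IP1 builds up when IMPase is blocked and the TR-FRET signal falls; potency is read from the fitted curve at half-maximal effect; plate controls were basal vehicle for no effect and high inhibitor control for full effect; nearly all actives have a fitted effect of over 50% in size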
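Test compounds were applied to CHO-M1 cells previously cultured for 16–30 h at 2000 per well. A small lithium amount accompanied them; after 30 min at 37C, IP1 was quantified by TR-FRET.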
Lamin A splicing = modulators of lamin A splicing. HeLa LMNA splicing GFP/RFP minigene ratio, 48 h. Potency, µM (titrated, usually from 46.1 µM), inactives show top-dose ratio change, negative = inhibition, usual class: inhibitors. actives 0.01% (n = 200,000); active = well fitted inhibition curve with a large enough effect in the signal ratio, with a control signal flat, not every such curve was filed as active; inconclusive = small, poorly fitted or top-dose-only effect, or effect the other way, or a change in a side signal; the % refers to the signal ratio; also: potency is read from the fitted curve at half-maximal effect; % is scaled to controls: 0 for no effect and ±100 for the full control effect
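S3 HeLa cells stably expressing lamin A-EGFP splicing minigene plus DsRed2, 600 cells/well, 48 h compound exposure at 37C. Laser-scanning cytometry; analysed as GFP (500-530 nm)/RFP (575-640 nm) total intensity ratio; 0.5% DMSO vehicle.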
Luc counter = counter-screen: inhibitors of Kinase-Glo firefly luciferase; Kinase-Glo luciferase, ATP luminescence, 8 min; Potency, µM (titrated, usually from 38.3 µM), for the others: top-dose activity change, negative = inhibition, most hits filed as inhibitors; actives 0.28% (n = 200,000); also: potency is read from the fitted curve at half-maximal effect; % is scaled to controls: 0 for no effect and ±100 for the full control effect; nearly all actives have a fitted effect of over 60% in size
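Recombinant Kinase-Glo luciferase, 10 uM ATP (linear range), luciferin; imidazole pH 7.2 / KCl / MgCl2 / Tween / BSA buffer; 8 min RT; luminescence.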
CBFb-RUNX1 inh = inhibitors of human CBF-beta and RUNX1 interaction; AID 1477; 230,000 tested, under 10 active; Potency, µM (top dose mostly 59.8 µM), for the others: top-dose activity, negative = inhibition, actives largely listed as inhibitors; AlphaScreen CBFb-His/RUNX1-biotin binding, biochemical; also: % of control where 0% means no effect
Target sequence (Q01196 whole entry, looked up): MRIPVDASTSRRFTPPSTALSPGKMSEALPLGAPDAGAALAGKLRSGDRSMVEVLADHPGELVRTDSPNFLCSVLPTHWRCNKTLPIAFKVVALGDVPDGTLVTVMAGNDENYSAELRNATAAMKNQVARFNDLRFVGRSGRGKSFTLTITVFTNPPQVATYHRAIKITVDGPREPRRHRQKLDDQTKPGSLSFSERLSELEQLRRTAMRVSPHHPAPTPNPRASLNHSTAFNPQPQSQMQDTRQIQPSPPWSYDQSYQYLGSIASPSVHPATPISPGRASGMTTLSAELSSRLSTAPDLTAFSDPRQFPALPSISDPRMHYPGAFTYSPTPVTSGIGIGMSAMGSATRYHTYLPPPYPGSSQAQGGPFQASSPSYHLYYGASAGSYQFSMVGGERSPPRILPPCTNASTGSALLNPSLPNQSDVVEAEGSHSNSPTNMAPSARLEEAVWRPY
Target sequence (Q13951 whole entry, looked up): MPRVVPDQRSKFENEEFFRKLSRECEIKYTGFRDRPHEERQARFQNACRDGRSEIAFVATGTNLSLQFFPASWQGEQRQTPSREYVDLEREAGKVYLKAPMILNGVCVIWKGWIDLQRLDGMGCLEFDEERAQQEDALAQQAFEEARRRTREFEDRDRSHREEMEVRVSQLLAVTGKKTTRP
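CBF-beta (His) and RUNX1 (biotin), 30 nM each; 20 min preassociation; + compound, 15 min; + beads 50 ng each (Ni, streptavidin), 90 min; RT; AlphaScreen read.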
NPSR antag = neuropeptide S receptor (human) antagonism, cAMP | actives 1% (n = 220,000) | Potency, µM (highest dose often 38.3 µM), for inactives: at the top dose activity change, negative = inhibition, hits mostly inhibitors | AID 1461 | CHO-NPSR cells, cAMP TR-FRET, antagonist mode; also: potency is read from the fitted curve at half-maximal effect; % is scaled to controls: 0 for no effect and ±100 for the full control effect; nearly all actives have a fitted effect of over 50% in size; many of its hits are not listed in these tables
Target sequence (Q6W5P4 whole entry, looked up): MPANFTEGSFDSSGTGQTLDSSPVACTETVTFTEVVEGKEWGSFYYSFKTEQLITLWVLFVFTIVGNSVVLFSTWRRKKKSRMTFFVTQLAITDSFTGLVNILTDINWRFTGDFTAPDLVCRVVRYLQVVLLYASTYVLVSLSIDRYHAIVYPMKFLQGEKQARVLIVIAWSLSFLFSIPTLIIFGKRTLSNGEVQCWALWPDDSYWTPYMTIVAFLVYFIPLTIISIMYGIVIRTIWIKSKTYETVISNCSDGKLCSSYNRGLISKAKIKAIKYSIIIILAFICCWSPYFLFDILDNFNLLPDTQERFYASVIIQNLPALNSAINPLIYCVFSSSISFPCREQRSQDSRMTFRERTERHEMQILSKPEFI
aGal spleen mod = inhibits or activates alpha-galactosidase in human spleen homogenate | human spleen homogenate, 4MU-alpha-Gal fluorescence, 40 min | Potency, µM (highest dose often 80 µM), inactives show at the highest dose activity change, negative = inhibition, most hits filed as inhibitors | actives 0.008% (n = 240,000) | AID 2107;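 also: potency is read from the fitted curve at half-maximal effect; 0% = enzyme with vehicle and -100% = no enzyme basal signal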
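qHTS titration in buffer at pH 5.0. Alpha-galactosidase activity in spleen homogenate was measured via 4-methylumbelliferone release from 1 mM fluorogenic substrate after 40 min at 37C and a pH 10 stop. AC50 came from Hill fits of control-normalized data.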
* hit, by the source's call; ? = inconclusive; . = not tested or not shown; [ ] = dose if it differs, or a comment. Unless noted, calls follow the shape of the dose curve; as a rule, active = well fitted curve in the direction sought with a large enough effect; inconclusive = small, poorly fitted or top-dose-only effect, or another doubt; inactive = no such curve, though single readings can be large; an effect the other way counts as inactive or inconclusive.

SMILES	Epigenetic derep	IMPase Li inh	Lamin A splicing	Luc counter	CBFb-RUNX1 inh	NPSR antag	aGal spleen mod
COc1ccc(-c2cnc(N)n2CC2CCCO2)cc1 (centres undefined)	-2.0%	-0.2%[38.3 µM]	4.8%	1.6%	-24.3%	6.1%[46.1 µM]	1.9%
CCN(CC(=O)Nc1ccc2c(c1)OCCO2)C(=O)/C=C/c1ccccc1	0.2%	0.1%	9.5%[46 µM]	-0.9%	-0.9%	3.1%	-7.0%
COc1ccc(Nc2nc(C(=O)NCCCN3CCOCC3)cs2)cc1	4.9%	5.5%[38.3 µM]	-5.0%	11.6%	-1.4%	-2.8%[7.67 µM]	-0.6%
CCOC(=O)c1nn(-c2ccccc2F)c(C)c1C(C)=O	8.9%	-1.9%[38.3 µM]	-1.3%	2.4%	1.1%	?	-7.3%
CN1OC(c2ccccc2)=C(CO)C1c1ccccc1 (centres undefined)	0.0%	-2.3%	-1.0%	-5.3%	-5.4%	9.4%	2.3%
COc1ccc(N2CCN(C(CNC(=O)c3ccco3)c3cccnc3)CC2)cc1 (centres undefined)	0.2%	-1.6%[38.3 µM]	?	-3.0%	1.8%	-4.6%[46.1 µM]	-9.4%
Cc1ccc(SCC(=O)Nc2ccc(-c3nnc(-c4ccco4)o3)cc2)cc1	1.3%	-2.4%[38.3 µM]	12.7%	-7.1%	4.5%	-16.6%[46.1 µM]	10.1%
COc1ccc(-n2nnnc2SCC(=O)N2CCCc3ccccc32)cc1OC	0.0%	19.1%	-12.5%	-0.8%	11.6%	-0.6%[46.1 µM]	-17.3%
Cc1ccc(C(=O)CSc2nc3cccnc3n2C)cc1	-0.8%	1.5%[38.3 µM]	8.3%	-0.4%	3.7%	-14.1%[46.1 µM]	-1.8%
COc1ccc(NC(=O)COC(=O)c2cnccn2)cc1Cl	1.0%	1.5%[38.3 µM]	2.1%	2.2%	1.8%	2.2%[46.1 µM]	-7.9%
O=C(NC1CCCCC1)N(Cc1nc2ccccc2c(=O)[nH]1)C1CCCCC1	-1.0%	-10.5%[38.3 µM]	2.5%	-2.7%	0.8%	-16.7%[46.1 µM]	-8.1%
CCc1ccc(OCC(=O)NC(=S)Nc2ccc(C(=O)O)cc2)cc1	0.0%	.	.	.	3.1%	-10.2%	3.4%
O=c1c(Oc2ccccc2F)coc2cc(OCc3cnn(-c4ccccc4)c3)ccc12	4.5%	?	1.5%	-3.0%	6.4%	-33.0%	0.4%
OCC(O)C(O)C(O)C(O)C1NCCS1 (centres undefined)	-1.0%	4.2%[38.3 µM]	5.7%	-5.1%	3.7%	0.0%[46.1 µM]	1.1%
COc1ccc(-c2csc(-c3cccnc3)n2)cc1C	-1.2%	6.7%	?	-2.4%	?	?	-11.0%
COc1cccc(CN2CCN(C(=O)CCc3nnc(C4CCCCC4)o3)CC2=O)c1	-1.0%	.	.	.	8.0%	3.1%	1.3%
CCOC(=O)N1CCN(S(=O)(=O)c2ccc(C(=O)Nc3sc4c(c3C#N)CCC4)cc2)CC1	?	-28.9%[38.3 µM]	3.4%	1.4%	0.7%	21.0%[46.1 µM]	8.1%
COc1cc(/C=N/Nc2ccccc2[N+](=O)[O-])ccc1OC(=O)c1ccccc1F	-1.5%	-3.1%	.	?	7.7%	-2.0%	1.1%
CCCCn1c2c(c(=N)c3c1CCC3)CCC2	-2.0%	6.6%[38.3 µM]	?	-3.8%	3.4%	-12.2%[7.67 µM]	0.0%
CCCN1C2CCCC1CC(NC(=S)Nc1cccc(C)c1)C2 (centres undefined)	0.1%	4.4%	-13.3%[46 µM]	-0.5%	3.4%	-22.0%	-5.3%

Ordered by molecular weight (smallest number first): part of the list above.
SMILES	Epigenetic derep	IMPase Li inh	Lamin A splicing	Luc counter	CBFb-RUNX1 inh	NPSR antag	aGal spleen mod
COc1ccc(NC(=O)COC(=O)c2cnccn2)cc1Cl	1.0%	1.5%[38.3 µM]	2.1%	2.2%	1.8%	2.2%[46.1 µM]	-7.9%
CCc1ccc(OCC(=O)NC(=S)Nc2ccc(C(=O)O)cc2)cc1	0.0%	.	.	.	3.1%	-10.2%	3.4%
COc1ccc(N2CCN(C(CNC(=O)c3ccco3)c3cccnc3)CC2)cc1 (centres undefined)	0.2%	-1.6%[38.3 µM]	?	-3.0%	1.8%	-4.6%[46.1 µM]	-9.4%
COc1cc(/C=N/Nc2ccccc2[N+](=O)[O-])ccc1OC(=O)c1ccccc1F	-1.5%	-3.1%	.	?	7.7%	-2.0%	1.1%

Carrying on.
SMILES	Epigenetic derep	IMPase Li inh	Lamin A splicing	Luc counter	CBFb-RUNX1 inh	NPSR antag	aGal spleen mod
CCC(C)NS(=O)(=O)c1ccc(OCC(=O)Nc2ccc3c(c2)OCCO3)cc1 (centres undefined)	-1.8%	-8.0%[38.3 µM]	0.1%	-1.6%	-0.1%	-18.4%[46.1 µM]	-4.5%
CCCc1nn(C)c2c(=O)[nH]c(-c3cc(S(=O)(=O)Nc4ccc(NC(C)=O)cc4)ccc3OCC)nc12	-2.9%	.	.	.	1.3%	22.7%	7.1%
CCN(CC)CCCNC(=O)C1CCN(c2ncnc3c2sc2cccc(F)c23)CC1	1.7%	.	.	.	-3.3%	22.9%	8.0%
Cc1cc(C)nc(S/C=C/C(=O)c2ccccc2F)n1	?	.	.	.	-3.2%	?	0.1%
COc1ccc(N2CCN(C(=O)CSc3nnc4c5cc(C)ccc5n(C)c4n3)CC2)cc1	-0.4%	1.9%[38.3 µM]	17.0%	0.9%	-5.8%	-26.8%[46.1 µM]	-9.8%
CCc1cc(C(=O)c2ccc(OC)cc2)c(NC(=O)CN2CCN(C)CC2)s1	-0.3%	.	.	.	-0.6%	23.2%	-20.4%
Cc1nn(-c2ccccc2)c(C)c1CCC(=O)O	0.0%	2.4%[38.3 µM]	-4.2%	-1.5%	-0.9%	-1.1%[46.1 µM]	7.7%
CC1(C)CN(c2cccc(-c3ccnc4ncnn34)c2)C1=O	1.4%	-7.3%	-12.3%[46 µM]	5.2%	-4.3%	5.5%	12.0%
Cc1csc2ncc(C(=O)NCc3ccccc3Cl)c(=O)n12	-1.0%	1.8%	-3.4%	0.9%	-1.1%	1.7%[46.1 µM]	7.8%
CCc1ccc(Cn2nnc(C(=O)Nc3ccc(OC)cc3OC)c2N)cc1	-0.4%	-5.5%[38.3 µM]	4.8%	0.1%	-9.0%	-5.7%[46.1 µM]	4.6%
COc1cc(/C=N/NC(=O)COc2ccccc2[N+](=O)[O-])ccc1OC(=O)c1ccco1	-1.1%	4.1%	-15.3%	2.3%	9.5%	6.3%	0.2%
Cc1cc(C)c2c(c1)C1C=CCC1C(c1ccc(S(=O)(=O)N3CCOCC3)cc1)N2 (centres undefined)	-1.1%	1.5%[38.3 µM]	-6.7%	0.3%	-6.7%	-4.6%[46.1 µM]	-3.5%
O=C(O)C1CCCCC1C(=O)NCc1ccc(F)cc1 (centres undefined)	0.0%	5.1%[38.3 µM]	0.9%	-4.4%	8.7%	-9.4%[46.1 µM]	3.1%
CC(=O)OCc1ccco1	.	6.8%	.	.	16.2%[21.7 µM]	.	14.0%
Cc1ccc(NC(=S)N2CCSC2c2cccs2)cc1 (centres undefined)	-0.1%	5.7%	.	-4.3%	-1.3%	-2.0%	1.6%
CCO[C@H]1OC(C(=O)N2CCN(Cc3ccc4c(c3)OCO4)CC2)=C[C@@H](C2CC2)[C@@H]1CCCO	-2.0%	8.5%	.	.	4.6%	15.8%	11.4%
Clc1cccc(Cl)c1COc1ccccc1CNn1cnnc1	1.4%	1.4%	.	1.5%	-6.0%	-20.7%	4.5%
CCOC(=O)C1Cc2ccccc2C(=O)O1 (centres undefined)	10.7%	-11.9%[38.3 µM]	4.8%	-3.4%	2.6%	-18.2%[7.67 µM]	3.3%
CC(C(=O)N1CC2(C)CC1CC(C)(C)C2)N1C(=O)c2ccccc2C1=O (centres undefined)	0.0%	13.2%[38.3 µM]	0.1%	2.1%	3.1%	-15.4%[46.1 µM]	5.1%
O=C(OCCN=C1NS(=O)(=O)c2ccccc21)c1cccs1	-0.4%	?	-8.1%[46 µM]	-2.2%	7.3%	2.1%	-1.9%
Cc1ccc(NC(=O)C2CCN(S(=O)(=O)c3c(C)n[nH]c3C)CC2)nc1	0.0%	-1.3%[38.3 µM]	-3.0%	3.1%	-1.6%	-14.0%[46.1 µM]	-7.5%
O=C(Cn1ncc2c1-c1ccccc1OC2)N(Cc1ccco1)C1CCCCC1	0.7%	0.3%[38.3 µM]	-8.0%	-0.7%	0.2%	?	-6.6%
Brc1ccccc1OCCCN1CCCCCC1	-1.2%	10.2%	.	.	6.4%	1.9%	5.7%
O=C(c1cc2nc(-c3ccccc3)cc(C(F)(F)F)n2n1)N1CCOCC1	0.0%	18.2%[38.3 µM]	-9.8%	-1.0%	14.0%	-2.1%[46.1 µM]	-3.2%
O=c1c2ccccc2nc(/C=C/c2cccc([N+](=O)[O-])c2)n1CCO	1.0%	-0.4%	?	2.5%	-1.0%	-12.5%	-2.8%
CCCCn1c(SCC(=O)N2CCCCC2C)nc2cc(S(N)(=O)=O)ccc21 (centres undefined)	-0.9%	9.6%[38.3 µM]	18.7%	-0.6%	0.2%	-13.4%[46.1 µM]	-4.2%
Cc1ccc(S(=O)(=O)N2C(=O)C(c3ccccc3)SC2=Nc2ccccc2)cc1 (centres undefined)	-3.1%	9.7%[38.3 µM]	3.5%	-1.3%	-4.2%	-14.7%[46.1 µM]	-1.1%
O=C(Nc1cccc(F)c1)N1CC2(CCN(C(=O)c3csnn3)CC2)C1	.	-11.8%	.	-2.2%	.	.	4.9%
Cc1cc(C)c(S(=O)(=O)c2ccc(Cl)cc2C)c(Cl)n1	-1.0%	25.5%	.	7.0%	10.6%	-18.4%	-1.1%
CN(Cc1cn(C)nc1-c1ccccc1F)CC1CCN(Cc2ccccc2)CC1	-1.1%	.	.	.	1.2%	7.5%	12.1%
COCC(=O)N(CCc1ccc(OC)cc1)Cc1nc2ccccc2c(=O)[nH]1	-1.0%	33.0%[38.3 µM]	-5.1%	-0.3%	0.7%	-5.7%[46.1 µM]	-0.6%
c1coc(CNc2nc3sc4c(c3c3ncnn23)CCCC4)c1	1.4%	23.9%[38.3 µM]	?	-0.7%	-1.6%	-9.0%[46.1 µM]	-3.2%
CN1CCN(c2ccc(S(=O)(=O)N3CCCCC3)cc2NC(=O)Cc2ccc(Cl)cc2)CC1	0.0%	1.7%	-6.7%	4.2%	2.4%	19.3%	-3.7%
O=S(=O)(NC1CC1)c1ccc(S(=O)(=O)N2CCCC(c3nc(-c4cccnc4)no3)C2)cc1 (centres undefined)	4.9%	26.9%[38.3 µM]	?	1.0%	?	-15.1%[46.1 µM]	6.4%

This is a subset; rates above refer to the full screens.
